Assay outcomes deposited in PubChem BioAssay by several laboratories.
AHR act = human AHR activation | activation, % at 5 µM | AHR-responsive luciferase reporter cells, luminescence | P35869 | 320,000 compounds, 2.5% hits; in the data active means activation above about 47%;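 further: 0% = vehicle wells and 100% = reference agonist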
proCasp7 act = counter-screen for procaspase-3 activators: activators of human procaspase-7. P55210. recombinant procaspase-7, Ac-DEVD-pNA absorbance 405 nm; D23A/D198A/D206A triple mutant, cannot self-cleave; scale: DMSO 0, 5 µM enzyme 100. activation, % at 8.5 µM. 330,000 compounds, 0.093% hits. AID 463210;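 active means percent activation above the screen-wide mean plus 3 SD, cut at about 25% in these data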
Target sequence (P55210 whole entry D23A/D198A/D206A): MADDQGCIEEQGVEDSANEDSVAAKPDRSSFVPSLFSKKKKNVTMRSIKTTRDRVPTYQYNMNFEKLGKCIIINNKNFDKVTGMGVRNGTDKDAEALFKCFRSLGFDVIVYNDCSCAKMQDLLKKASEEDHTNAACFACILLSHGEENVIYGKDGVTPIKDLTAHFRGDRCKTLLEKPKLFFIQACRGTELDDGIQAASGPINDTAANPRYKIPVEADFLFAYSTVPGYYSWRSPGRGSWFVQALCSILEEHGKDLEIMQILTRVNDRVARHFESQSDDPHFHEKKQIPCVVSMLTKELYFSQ
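Material: Procaspase-7 triple mutant (PC-7 D3A) | Quantity: 2 µM procaspase-7 mutant as dispensed | Reagent: DEVD-pNA substrate | Times: 1 h preincubation, 2 h reaction | Technique: 405 nm absorbance of p-nitroaniline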
RPL19A-GFP yeast = alters RPL19A-GFP fluorescence in TOR pathway yeast screen | S. cerevisiae RPL19A-GFP strain, flow cytometry, 3 h; active compounds read low | 330,000 compounds, 0.3% hits | AID 2025 | percent response vs DMSO, % at 10 µM;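 active means percent response vs DMSO below 50%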;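 further: median channel GFP fluorescence of the barcoded RPL19A-GFP strain; ratio of sample median GFP to plate DMSO average so 100% = DMSO; lower means less RPL19A-GFP as with rapamycin TOR inhibition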
MEP2 TOR yeast = alters MEP2-GFP fluorescence in TOR pathway yeast screen | AID 2016 | GFP response vs DMSO, % at 10 µM | S. cerevisiae MEP2-GFP strain, flow cytometry GFP, 3 h; 100% = DMSO control level | 330,000 compounds, 0.51% hits;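 active means GFP response versus DMSO above a set limit, roughly screen mean plus 3 SD, cut at about 180% in these data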;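 further: median GFP fluorescence of the barcode-gated MEP2-GFP cells per well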
Yeast superoxide = yeast age-related superoxide inhibition as caloric restriction mimetic; S. cerevisiae aged cells, superoxide DHE fluorescence; active compounds read low; 330,000 compounds, 0.18% hits; AID 2690; superoxide response (% of plate mean), % at 10 µM;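 active means superoxide response under a set limit, about three screen SD below normal, cut at about 65% in these data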;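 further: yeast aged for seven days with compound at 30 °C before DHE staining; 100% = average MFI of all compound-treated wells on the plate with controls excluded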
proCasp3 act = activators of human procaspase-3. activation, % at 8.5 µM. recombinant procaspase-3 D3A, Ac-DEVD-pNA absorbance 405 nm. P42574. 330,000 compounds, 0.11% hits. AID 463141;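 active means activation above the mean of all tested compounds plus 3 SD, cut at about 21% in these data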;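 further: 0% = DMSO alone and 100% = DMSO wells spiked with extra 5 µM PC-3 D3A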
Target sequence (P42574 whole entry D9A/D28A/D175A): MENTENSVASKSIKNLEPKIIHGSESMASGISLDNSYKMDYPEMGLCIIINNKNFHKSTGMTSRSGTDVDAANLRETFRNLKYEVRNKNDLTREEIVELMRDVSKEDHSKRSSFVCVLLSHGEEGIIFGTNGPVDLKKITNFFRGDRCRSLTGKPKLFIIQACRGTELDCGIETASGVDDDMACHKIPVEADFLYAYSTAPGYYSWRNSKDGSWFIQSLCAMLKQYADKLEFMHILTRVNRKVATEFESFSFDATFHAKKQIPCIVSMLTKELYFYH
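Assay system: Procaspase-3 D3A mutant, all three cleavage aspartates alanine. Buffer or medium: Zinc-free HEPES saline buffer with Triton X-100. Times: 1 h compound preincubation, 2 h substrate hydrolysis at 25 °C. Measured by: 405 nm absorbance of p-nitroaniline, reads at 0 and 120 min. Read-out basis: percent activation relative to control range. Replicates: singlicate.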
LAP4 TOR yeast = yeast TOR pathway LAP4-GFP modulation; S. cerevisiae LAP4-GFP multiplex, flow cytometry GFP, 3 h; median GFP as percent of DMSO wells; GFP response vs DMSO, % at 10 µM; 320,000 compounds, 0.34% hits; AID 2023;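 active means GFP response vs DMSO above a set limit, about the screen mean plus 3 SD, cut at about 150% in these data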
GASC-1 inh = inhibitors of human GASC-1 (JMJD2C) demethylase | inhibition, % at 2.35 µM | GST-JMJD2C(1-420) H3K9me3 demethylation, DELFIA europium | 330,000 compounds, 0.069% hits;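 active means more than half of a compound's replicate wells show inhibition beyond 50%, single wells judged on their own value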;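 further: signal counts dimethyl H3K9 product captured on neutravidin plate; 0% = median of DMSO wells and 100% = 0.3 times that DMSO median; strong numbers were not always called active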
Target sequence (Q9H3R0 1-420 limits assumed): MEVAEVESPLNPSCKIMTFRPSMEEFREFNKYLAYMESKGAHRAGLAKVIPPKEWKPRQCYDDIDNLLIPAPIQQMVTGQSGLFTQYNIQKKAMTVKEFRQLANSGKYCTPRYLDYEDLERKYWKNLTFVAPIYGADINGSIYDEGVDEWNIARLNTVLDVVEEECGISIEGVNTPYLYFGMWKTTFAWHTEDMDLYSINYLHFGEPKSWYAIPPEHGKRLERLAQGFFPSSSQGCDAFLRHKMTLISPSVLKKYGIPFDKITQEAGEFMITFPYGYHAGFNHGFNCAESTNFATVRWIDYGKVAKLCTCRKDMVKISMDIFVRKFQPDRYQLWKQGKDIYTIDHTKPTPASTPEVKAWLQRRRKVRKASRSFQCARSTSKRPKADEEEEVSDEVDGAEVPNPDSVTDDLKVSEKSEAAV
* hit, by the source's call.

CCOP(=S)(OCC)SCC(=O)NC(C)(CC)C(=O)O (stereo not given) was read as AHR act -1, proCasp7 act -2, RPL19A-GFP yeast 93, MEP2 TOR yeast 95, Yeast superoxide 91, proCasp3 act 6, LAP4 TOR yeast 92 and GASC-1 inh 5.
Screening Cc1cc(C(=O)OCC(=O)Nc2ccc(F)cc2F)c(C)n1C1CC1 returned AHR act 0, proCasp7 act -4, RPL19A-GFP yeast 97, MEP2 TOR yeast 100, Yeast superoxide 107, proCasp3 act -3, LAP4 TOR yeast 106 and GASC-1 inh -2.
For CCCCC(=O)N/N=C/c1c(O)n(C2CC2)c(=S)[nH]c1=O the results were AHR act 2, proCasp7 act -6, RPL19A-GFP yeast 103, MEP2 TOR yeast 104, Yeast superoxide 85, proCasp3 act 1, LAP4 TOR yeast 102 and GASC-1 inh 4.
Screening Cc1cc(C)n2nc(C)[n+](C)c2n1 returned AHR act 3, proCasp7 act -5, RPL19A-GFP yeast 99, MEP2 TOR yeast 103, Yeast superoxide 98, proCasp3 act -7, LAP4 TOR yeast 108 and GASC-1 inh 0.
For CCCCCCN1CCN(c2ccc(Cl)cc2)CC1 the results were AHR act 3, proCasp7 act -4, RPL19A-GFP yeast 101, MEP2 TOR yeast 109, Yeast superoxide 88, proCasp3 act -1, LAP4 TOR yeast 100 and GASC-1 inh 0.
`C[C@]12CCC3C(CC[C@H]4C[C@H](O)CC[C@]34C)C1[C@@H](O)[C@@H](O)[C@@H]2O` (stereo not given in full) gave AHR act 0, proCasp7 act 6, RPL19A-GFP yeast 99, MEP2 TOR yeast 96, Yeast superoxide 97, proCasp3 act -1 and LAP4 TOR yeast 95.
`COC(=O)C1=C(c2ccc(F)cc2OCc2ccccc2)C[C@@H]2CC[C@H]1N2C(=O)NCCNC(C)=O` gave AHR act -1, proCasp7 act 7, RPL19A-GFP yeast 98, MEP2 TOR yeast 94, Yeast superoxide 112, proCasp3 act 9, LAP4 TOR yeast 104 and GASC-1 inh 2.
For Cc1cc(C)cc(NC(=O)CCNC(=O)N2C[C@H]3C[C@@H](C2)c2cccc(=O)n2C3)c1 the results were AHR act 1, proCasp7 act -2, RPL19A-GFP yeast 96, MEP2 TOR yeast 106, Yeast superoxide 103, proCasp3 act 1, LAP4 TOR yeast 101 and GASC-1 inh 5.
`COc1ccccc1N1CCN(Cc2c(F)cccc2F)CC1` gave AHR act 5, proCasp7 act 4, RPL19A-GFP yeast 102, MEP2 TOR yeast 104, Yeast superoxide 82, proCasp3 act -1, LAP4 TOR yeast 104 and GASC-1 inh -1.
Screening O=P(O)(Oc1ccccc1)OC(c1ccccc1)C(F)(F)C(F)(F)F (stereo not given) returned AHR act 2, proCasp7 act 1, RPL19A-GFP yeast 106, MEP2 TOR yeast 100, Yeast superoxide 104, proCasp3 act -7, LAP4 TOR yeast 104 and GASC-1 inh -6.
Screening COc1ccc(/C=C/C(=O)NC(=S)N2C[C@H]3C[C@H](C2)c2cccc(=O)n2C3)cc1 returned AHR act 0, proCasp7 act -6, RPL19A-GFP yeast 104, MEP2 TOR yeast 107, Yeast superoxide 69, proCasp3 act -2, LAP4 TOR yeast 106 and GASC-1 inh 78.
For CNC(=O)Oc1ccc(-c2cn3cc(Cl)ccc3n2)cc1 the results were AHR act -7, proCasp7 act 15, RPL19A-GFP yeast 100, MEP2 TOR yeast 98, Yeast superoxide 91, proCasp3 act 2, LAP4 TOR yeast 96 and GASC-1 inh 11.
For NCCc1c[nH]c2ccc(C(N)=O)cc12 the results were AHR act -1, proCasp7 act 0, RPL19A-GFP yeast 97, MEP2 TOR yeast 90, Yeast superoxide 104, proCasp3 act 8 and LAP4 TOR yeast 100.
CN1C(=O)N(C)C(=O)C2(Cc3c(ccc4ccccc34)N(C)C2)C1=O was read as AHR act 47, proCasp7 act -7, RPL19A-GFP yeast 100, MEP2 TOR yeast 102, Yeast superoxide 100, proCasp3 act -1, LAP4 TOR yeast 100 and GASC-1 inh -37.
CCc1ccccc1NC(=O)CN1CCN(C(=O)COc2ccccc2C#N)CC1 was read as AHR act 6, proCasp7 act 10, RPL19A-GFP yeast 114, MEP2 TOR yeast 125, Yeast superoxide 86, proCasp3 act 15, LAP4 TOR yeast 119 and GASC-1 inh -9.
O=C(C1c2ccccc2C(=O)N2CCc3ccccc3C12)N1CCC2(CC1)OCCO2 (stereo not given) was read as AHR act 2, proCasp7 act 4, RPL19A-GFP yeast 106, MEP2 TOR yeast 102, Yeast superoxide 93, proCasp3 act 10, LAP4 TOR yeast 102 and GASC-1 inh -4.
For COC(=O)C1=C(c2ccc(-c3ccccc3)c(F)c2)C[C@@H]2CC[C@H]1N2C(=O)NCCOc1ccccc1 the results were AHR act 1, proCasp7 act -15, RPL19A-GFP yeast 100, MEP2 TOR yeast 94, Yeast superoxide 85, proCasp3 act 1, LAP4 TOR yeast 106 and GASC-1 inh -8.
`CN(C)C(Cc1ccccc1)C(=O)c1c[nH]c2ccccc12` (stereo not given) gave AHR act 15, proCasp7 act 5, RPL19A-GFP yeast 94, MEP2 TOR yeast 99, Yeast superoxide 100, proCasp3 act 0, LAP4 TOR yeast 100 and GASC-1 inh -17.
`O=C1/C(=C\c2ccc(Cl)c(Cl)c2)N2CCC1CC2` gave AHR act -1, proCasp7 act 0, RPL19A-GFP yeast 91, MEP2 TOR yeast 82, Yeast superoxide 102, proCasp3 act 8, LAP4 TOR yeast 187* and GASC-1 inh 7.
Screening COc1ccc2c3c1OC1C(=O)CC[C@@]4(O)[C@@H](C2)N(CC2CC2)CC[C@]314 (stereo not given in full) returned AHR act 0, proCasp7 act 7, RPL19A-GFP yeast 100, MEP2 TOR yeast 104, Yeast superoxide 97, proCasp3 act 2 and LAP4 TOR yeast 105.
`CCOP(=O)(OCC)C(NC(=O)c1cccc2ccccc12)C(Cl)(Cl)Cl` (stereo not given) gave AHR act 3, proCasp7 act -8, RPL19A-GFP yeast 100, MEP2 TOR yeast 102, Yeast superoxide 115, proCasp3 act 0, LAP4 TOR yeast 101 and GASC-1 inh 10.
Screening O=C(Nc1cccc2ccccc12)c1nn(C23CC4CC(CC(C4)C2)C3)cc1Br returned AHR act -10, proCasp7 act 8, RPL19A-GFP yeast 98, MEP2 TOR yeast 94, Yeast superoxide 96, proCasp3 act 6, LAP4 TOR yeast 99 and GASC-1 inh -5.
COc1ccc(-c2nn(CCC#N)cc2C(=O)O)cc1 was read as AHR act -1, proCasp7 act 6, RPL19A-GFP yeast 92, MEP2 TOR yeast 95, Yeast superoxide 90, proCasp3 act 4, LAP4 TOR yeast 95 and GASC-1 inh 0.
`Cc1ccc(CN2C3CCCC2CC(NC(=S)NCc2ccccc2)C3)cc1` (stereo not given) gave AHR act 1, proCasp7 act -5, RPL19A-GFP yeast 92, MEP2 TOR yeast 89, Yeast superoxide 107, proCasp3 act -8, LAP4 TOR yeast 91 and GASC-1 inh 4.
`CCOC(=O)C1(c2ccccc2)CCN(CC(=O)Nc2cccc3ccccc23)CC1` gave AHR act 3, proCasp7 act -2, RPL19A-GFP yeast 94, MEP2 TOR yeast 97, Yeast superoxide 95, proCasp3 act -8, LAP4 TOR yeast 92 and GASC-1 inh 2.
Screening O=C(NC1(C(F)(F)F)Oc2ccc(Cl)cc2O1)N1CCC2(CC1)OCCO2 (stereo not given) returned AHR act 2, proCasp7 act 2, RPL19A-GFP yeast 100, MEP2 TOR yeast 99, Yeast superoxide 96, proCasp3 act -4, LAP4 TOR yeast 97 and GASC-1 inh -4.
Screening Cc1ccc(N2C(=O)NC(=O)/C(=C\c3cccn3C(C)(C)C)C2=O)cc1 returned AHR act 4, proCasp7 act -1, RPL19A-GFP yeast 104, MEP2 TOR yeast 110, Yeast superoxide 96, proCasp3 act -6, LAP4 TOR yeast 96 and GASC-1 inh 0.
COc1ccc(-c2nc(CS(=O)CC(=O)N3CCC4(CC3)OCCO4)c(C)o2)cc1 (stereo not given) was read as AHR act 6, proCasp7 act 1, RPL19A-GFP yeast 105, MEP2 TOR yeast 100, Yeast superoxide 106, proCasp3 act 4, LAP4 TOR yeast 100 and GASC-1 inh 4.
For C=CCN=C(SCC(=O)c1ccc(Cl)cc1)c1c(O)n(C)c(=O)n(C)c1=O the results were AHR act 2, proCasp7 act -11, RPL19A-GFP yeast 96, MEP2 TOR yeast 88, Yeast superoxide 96, proCasp3 act -4, LAP4 TOR yeast 108 and GASC-1 inh 4.
Cc1ccc(C(=O)NC2CC3CCC(C2)N3)cc1 (stereo not given) was read as AHR act -1, proCasp7 act 10, RPL19A-GFP yeast 96, MEP2 TOR yeast 113, Yeast superoxide 94, proCasp3 act 11, LAP4 TOR yeast 117 and GASC-1 inh -4.

A portion from the list above, for reference:
`O=C1/C(=C\c2ccc(Cl)c(Cl)c2)N2CCC1CC2` gave AHR act -1, proCasp7 act 0, RPL19A-GFP yeast 91, MEP2 TOR yeast 82, Yeast superoxide 102, proCasp3 act 8, LAP4 TOR yeast 187* and GASC-1 inh 7.
Screening COc1ccc2c3c1OC1C(=O)CC[C@@]4(O)[C@@H](C2)N(CC2CC2)CC[C@]314 (stereo not given in full) returned AHR act 0, proCasp7 act 7, RPL19A-GFP yeast 100, MEP2 TOR yeast 104, Yeast superoxide 97, proCasp3 act 2 and LAP4 TOR yeast 105.

Additional results follow:
For CC(=NCCO)c1c(O)n(C2CCCCC2)c(=O)[nH]c1=O the results were AHR act 0, proCasp7 act 6, RPL19A-GFP yeast 98, MEP2 TOR yeast 100, Yeast superoxide 113, proCasp3 act -11, LAP4 TOR yeast 98 and GASC-1 inh 10.
CN(C)c1ccc(C(=O)N/N=C/C23CC[C@@H](O)CC2(O)CC[C@@H]2[C@@H]3CCC3(C)C(C4=CC(=O)OC4)CCC23O)cc1 (stereo not given in full) was read as AHR act 0, proCasp7 act -8, RPL19A-GFP yeast 98, MEP2 TOR yeast 102, Yeast superoxide 94, proCasp3 act -7, LAP4 TOR yeast 101 and GASC-1 inh -9.
Screening C=CCn1c(O)c(C(CC)=NCCc2ccccc2)c(=O)[nH]c1=O returned AHR act 3, proCasp7 act 2, RPL19A-GFP yeast 104, MEP2 TOR yeast 105, Yeast superoxide 85, proCasp3 act 9, LAP4 TOR yeast 100 and GASC-1 inh 14.
`CC(=NCCCO)c1c(O)n(Cc2ccccc2)c(=O)[nH]c1=O` gave AHR act -1, proCasp7 act 17, RPL19A-GFP yeast 103, MEP2 TOR yeast 106, Yeast superoxide 86, proCasp3 act 4, LAP4 TOR yeast 105 and GASC-1 inh 11.
Screening COc1cc(/C=C2\C(=O)NC(=O)N(CCc3ccc(F)cc3)C2=O)ccc1O returned AHR act 2, proCasp7 act -20, RPL19A-GFP yeast 102, MEP2 TOR yeast 97, Yeast superoxide 101, proCasp3 act -5, LAP4 TOR yeast 74 and GASC-1 inh -7.
Screening CN(C)C(=O)OCc1n(C)cc[n+]1C returned AHR act -2, proCasp7 act 1, RPL19A-GFP yeast 106, MEP2 TOR yeast 105, Yeast superoxide 100, proCasp3 act 10, LAP4 TOR yeast 94 and GASC-1 inh -2.
`C=CCn1c(O)c(C=NCCCOc2ccc(CC)cc2)c(=O)[nH]c1=S` gave AHR act 7, proCasp7 act -12, RPL19A-GFP yeast 92, MEP2 TOR yeast 93, Yeast superoxide 107, proCasp3 act 1, LAP4 TOR yeast 94 and GASC-1 inh -4.
`COc1ccc(N=Cc2c(O)n(Cc3ccccc3)c(=S)[nH]c2=O)c(OC)c1` gave AHR act 2, proCasp7 act -7, RPL19A-GFP yeast 102, MEP2 TOR yeast 96, Yeast superoxide 89, proCasp3 act -8, LAP4 TOR yeast 100 and GASC-1 inh -9.

An excerpt. The share of hits here may be higher or lower than overall.
